SKN-1 block: blocks SKN-1 activity in C. elegans; C. elegans VP596 Pgst-4::GFP/RFP ratio, acrylamide-induced, 24 h; inhibition, % at 21.8 µM; actives 0.49% (n = 360,000); AID 624304;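 active means interference check ratio from 0.5 to 1.5 plus GFP to RFP signal ratio inhibition reaching or exceeding a fixed threshold, cut at about 30% in these data, passing the limit was not always enough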; further: some compounds called inactive have numbers as strong as hits
MsrA act: activates bovine MsrA enzyme; actives 0.3% (n = 360,000); activation, % at 10.6 µM; purified bovine MsrA, absorbance read-out; AID 602163; in the data active means activation above about 7.5%;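 further: 0% = vehicle and 100% = reference activator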
MT1-MMP act inh: blocks activation of human MT1-MMP; HT1080 RFP-PRO-GFP cells, GFP/RFP ratio fluorescence, overnight; percent of plate control window, DMSO zero; GFP/RFP ratio change, % at 20 µM; actives 0.061% (n = 360,000); AID 651647; P50281;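 active means GFP/RFP ratio change of at least 30% with cell ATP level not reduced by more than half and red fluorescence within 50% of control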; further: strong numbers were not always called active
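Test system: HT1080 cells expressing an RFP-PRO-GFP fluorescent reporter construct / Compound dosing: single-point 20 µM compound, 1% DMSO / Schedule: cells overnight before dosing, compound overnight, 37 °C, 5% CO2 / Evaluation: GFP/RFP fluorescence ratio / Control set: DMSO and RFP-L50D-GFP cell wells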
MsrA inhibitor: inhibits bovine methionine sulfoxide reductase A. purified bovine MsrA, absorbance read-out. inhibition, % at 15.5 µM. actives 0.75% (n = 360,000); in the data active means inhibition above about 4.5%;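 further: 0% = vehicle wells with enzyme and 100% = reference inhibitor wells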
FAS-TE inh: blocks the thioesterase domain of human fatty acid synthase; P49327; recombinant FAS-TE, OMFH fluorogenic substrate, fluorescence endpoint; inhibition, % at 15 µM; actives 0.67% (n = 360,000);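 active means compounds whose normalised, plate-corrected inhibition of enzyme fluorescence in the single-dose primary screen is 50% or more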;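 further: 0% = DMSO with enzyme and 100% = substrate without enzyme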
eLon inh: inhibits E. coli Lon protease | purified E. coli Lon protease, fluorescence polarization | inhibition, % at 7.94 µM | actives 0.42% (n = 360,000); in the data active means inhibition above about 13%, passing the limit was not always enough;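 further: 0% = enzyme with probe and DMSO and 100% = no enzyme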
CendR NRP1 mod: NRP-1/CendR interaction modulation | O14786 | FAM-RPARPAR peptide binding to NRP-1, fluorescence polarization | inhibition, % at 25 µM | actives 0.85% (n = 360,000) | AID 602438;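 active means inhibition or corrected inhibition above about 18%, plus a signal ratio from 0.5 to 1.5, limit read from the data, passing the limit was not always enough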; further: strong numbers were not always called active
Neddylation inh: blocks human cullin neddylation. AID 651699. calls only at 25 µM. P61081+Q13564. TR-FRET cullin neddylation, biochemical. actives 0.58% (n = 360,000); in the data active means inhibition above about 36%
Target sequence (P61081 whole entry, looked up): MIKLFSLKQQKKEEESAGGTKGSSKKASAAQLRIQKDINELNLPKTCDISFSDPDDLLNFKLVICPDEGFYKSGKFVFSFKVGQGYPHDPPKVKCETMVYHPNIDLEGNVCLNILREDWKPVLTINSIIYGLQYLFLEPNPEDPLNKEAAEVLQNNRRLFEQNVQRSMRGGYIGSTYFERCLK
Target sequence (Q13564 whole entry, looked up): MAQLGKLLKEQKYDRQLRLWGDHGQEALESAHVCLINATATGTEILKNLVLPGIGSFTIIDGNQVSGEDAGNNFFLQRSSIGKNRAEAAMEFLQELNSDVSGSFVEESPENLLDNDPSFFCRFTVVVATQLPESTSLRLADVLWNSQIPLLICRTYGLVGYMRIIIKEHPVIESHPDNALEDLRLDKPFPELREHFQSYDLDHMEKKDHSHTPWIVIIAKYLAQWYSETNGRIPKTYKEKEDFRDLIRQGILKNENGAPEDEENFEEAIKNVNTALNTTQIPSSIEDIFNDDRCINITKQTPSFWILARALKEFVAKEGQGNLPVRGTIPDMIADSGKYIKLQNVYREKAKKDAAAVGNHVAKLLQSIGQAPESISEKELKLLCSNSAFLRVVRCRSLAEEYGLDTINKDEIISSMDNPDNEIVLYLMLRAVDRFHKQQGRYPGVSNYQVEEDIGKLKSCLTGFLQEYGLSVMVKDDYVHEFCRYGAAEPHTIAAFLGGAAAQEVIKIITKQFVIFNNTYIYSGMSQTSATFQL
Rin1 Abl inh: inhibitors of human Rin1-Abl protein interaction; TR-FRET Rin1/Abl binding, biochemical; inhibition, % at 7.35 µM; actives 0.4% (n = 360,000); in the data active means inhibition above about 5%, passing the limit was not always enough
Numbers without * were called inactive; i = inactive; . = not tested or not shown.

SMILES	SKN-1 block	MsrA act	MT1-MMP act inh	MsrA inhibitor	FAS-TE inh	eLon inh	CendR NRP1 mod	Neddylation inh	Rin1 Abl inh
Cc1ccc(CN2C(=O)CCC2C(=O)NCCCN2CCOCC2)cc1 (configuration not stated)	14	1	1	-0.3	-7	5	1	i	2
COc1cccc(CNC(=O)CN2C(=O)CSc3ccc(S(=O)(=O)N4CCCC4)cc32)c1	0	-1	-3	-1.3	3	14	11	i	0
Nc1scc[n+]1Cc1cccc2cccnc12	-15	-9	-6	-0.9	-16	-2	3	i	-2
CN1CCN(C(=S)Nc2ccc(Cl)cc2Cl)CC1	17	-4	3	-0.2	-1	-11	7	i	-3
CCOc1ccc(NC(=O)CCCn2c(=S)[nH]c3ccsc3c2=O)cc1	2	0	-5	0.7	1	5	7	i	-5
CC(=O)c1cccc(OCC(=O)Nc2cccc(C(=O)Nc3c(C)n(C)n(-c4ccccc4)c3=O)c2)c1	-18	-4	-1	0.1	0	-4	-5	i	1
COc1ccc(NS(=O)(=O)c2cccc3cccnc23)cc1Cl	-4	-8	0	-0.6	5	-1	2	i	-3
Cc1ccc(C(=O)COC(=O)c2ccco2)cc1C	-8	2	0	0.4	-1	-3	-12	i	2
C[C@@H]1CC=C[C@H]2[C@H]1C(=O)N(Cc1ccccc1)[C@H]2c1ccc(-c2ccc(N(C)C)cc2)cc1F	23	-2	-7	1.8	28	-22	14	i	2
CC(=O)Nc1ccc(C(=O)OCC(=O)NC(=O)NC2CCCCC2)cc1	-13	6	-1	0.8	4	-1	7	i	5
CCC(C)c1ccc2oc(-c3ccc(NC(=O)c4ncn[nH]4)cc3)nc2c1 (configuration not stated)	1	-5	16	0.3	-125	-8	-10	i	0
Cc1nc2cc(NC(=O)C3(C)CCCN(C(C)C)C3)ccc2o1 (configuration not stated)	1	-6	2	-0.1	-10	1	-8	i	0
CCN(CC)c1ccc(S(=O)(=O)N2CCOCC2)cc1NC(=O)COC(=O)c1cccnc1SC	24	-3	-2	0.6	23	13	-3	i	-1
CCOC(=O)c1sc(N/N=C/c2ccccc2)nc1C	0	-4	-1	0.7	-2	3	-9	i	1
c1ccc2c(c1)nnn2-c1ccncc1	-4	5	-6	0.4	-11	-15	9	i	-1
CCS(=O)(=O)C(=C(Nc1ccc(OC)cc1)Nc1ccc(OC)cc1)S(=O)(=O)CC	2	-3	4	1.1	-5	14	12	i	-4
O=C(CCNS(=O)(=O)c1ccccc1C(F)(F)F)NCCCSc1ccccc1	6	-1	4	1.5	14	-7	0	i	3
Cc1ccc(OCCn2ccnc2)c(C)c1	-9	-1	-5	0.9	-5	-17	-11	i	3
CCCn1c(SCC(=O)NNC(=O)c2ccccc2)nnc1-c1cccnc1	3	-7	-6	-1.4	-5	-2	1	i	-1
NC(=O)C1CCN(C(=O)CSc2ccccn2)CC1	4	1	7	-0.5	-8	-2	-6	i	0
COc1ccc(CCN2CC(C(=O)Nc3nnc(Cc4ccccc4)s3)CC2=O)cc1OC (configuration not stated)	-1	0	5	-0.6	-7	-9	0	i	1
Cc1cc(=O)oc2cc(NC(=O)CC3(CC(=O)O)CCCC3)ccc12	-8	-13	-3	1.9	-3	0	-1	.	0
CC(=O)N(C)Cc1ccc(C(=O)CSc2nnc(C3CC3)n2C2CC2)cc1	10	-6	6	0.7	-2	7	12	i	3
CN(C)C(=O)C1C2NC(=S)N(c3ccc(Cl)cc3)C1(C)Oc1ccc(Cl)cc12 (configuration not stated)	-16	-10	0	-0.7	4	-3	-1	i	-3
CC12/C(=N/O)C3C4CC5C3/C(=N/O)C1C5C42 (configuration not stated)	4	-3	4	1.4	-11	-7	0	i	-2
CCN(c1ccccc1)S(=O)(=O)c1cccc(C(=O)NCCOc2ccccc2OC)c1	4	-4	-2	-1.1	6	5	4	i	3
CN(C)/C(=N\O)c1c(Cl)cccc1Cl	-7	-3	1	0.8	-10	-3	2	i	-3
Cc1ccc(C)c(Nc2cc(C)nc(-c3ccccc3O)n2)c1	-3	-2	-13	0.4	27	1	-1	.	-1
CCOC(=O)c1ccc[n+](CC(=O)Nc2ccccc2OC(F)F)c1	20	-1	-21	0.0	-7	0	-11	i	0
O=C(O)CCNC(=O)CCCn1nnc2ccccc2c1=O	19	-2	1	-1.5	-7	-8	-12	i	1
COc1cc(/C=C2\C(=O)N(CCC#N)N=C2C)c(Br)cc1OC(C)C	5	0	5	1.4	-8	-1	0	i	1
CCOC(=O)c1sc2nc(N3CCOCC3)c3c(c2c1N)CC(C)(C)N(C)C3	-4	-2	-9	0.3	1	0	3	.	-3
CC(Oc1ccc([N+](=O)[O-])cc1Cl)C(=O)Nc1ccc(C(N)=O)cc1 (configuration not stated)	-7	-10	5	0.9	14	1	4	i	1
O=C(CSc1ccc(Br)cc1)N1CCOCC1	5	-5	-1	0.3	-3	-1	-7	i	1
Cc1ccc(C)c(OCCSc2nnc(C)c(=O)[nH]2)c1	5	-3	0	-1.3	-8	-2	8	i	4
N#CC(C(=O)NC1CCCCC1)=C1CCCCC1	9	-5	6	0.2	-8	-1	-2	i	-3
Cc1ccc(NC(=O)CCNS(=O)(=O)c2cccc3nsnc23)cc1F	-2	0	0	0.2	1	7	17	i	2
CC1=NN(C(N)=S)C(=O)C1N=Nc1cccc(C(=O)O)c1 (configuration not stated)	1	-10	0	1.5	-5	-6	0	i	-5
COc1cccc(CNS(=O)(=O)/C=C/c2ccc3c(c2)OCO3)c1	-1	-3	5	3.1	0	-5	10	i	-1
CCOC(=O)[C@@H]1C(c2c(OC)cc(OC)cc2OC)=NO[C@@H]1C(=O)OCC	5	0	3	3.3	-9	5	-2	i	-2
O=C(O)c1ccc(OCC(O)Cn2c3ccccc3c3ccccc32)cc1 (configuration not stated)	-8	-7	-6	1.6	-7	-7	1	i	3
O=C(NCCC(=O)N1CCN(c2ccccn2)CC1)c1ccc([N+](=O)[O-])cc1	-2	3	-1	1.2	14	2	-1	i	1
O=C1c2ccccc2/C(=C\C#Cc2ccccn2)N1c1ccccc1	30	-7	-23	-0.5	32	-27	9	i	3
CC1CCN(CCCNc2cc(NCCO)c([N+](=O)[O-])c3nonc23)CC1	-7	-3	6	2.9	-1	-7	0	i	-5
COc1cc(C(=O)N2CCC(NC(=O)C(Cc3ccccc3C)NC(C)=O)CC2)cc(OC)c1OC (configuration not stated)	13	0	1	0.4	-7	6	-4	i	-2
O=c1c2ccccc2c(C=NCc2ccccn2)c(O)n1-c1ccccc1	1	-4	-6	1.5	4	-8	-36	i	-6
Cc1cc(C)cc(NC(=O)COc2ccc(C(=S)N3CCOCC3)cc2)c1	-1	-4	3	1.9	-2	-8	14	i	-1
Cc1ccccc1NC(=O)/C=C1\SC(=O)NC1=O	0	-5	1	2.1	-3	5	3	i	3
O=c1[nH]c(=S)[nH]c2c1C(c1cc([N+](=O)[O-])c(N3CCOCC3)cc1N1CCOCC1)O2 (configuration not stated)	7	-1	2	0.6	5	0	4	i	0
Cc1nnsc1C(=O)N1CCN(c2cc(C(F)(F)F)ccn2)CC1	-12	-2	3	0.1	-1	-5	0	i	-1
Cc1nn(C)cc1/C=N/NC(=O)c1ccco1	-9	-5	1	1.2	-5	2	9	i	-2
O=C(O)C1(c2cccc(Cl)c2)CCC1	8	0	2	-1.6	-1	-3	0	i	-2
CCOC(=O)COn1c(=O)c(-c2ccc(Br)cc2)[n+]([O-])c2ccccc21	-1	-1	-2	0.6	1	2	-2	i	-1
CCOc1ccccc1/C=N/Nc1nc2ccccc2o1	2	1	3	4.1	-3	-3	-6	i	-1
Cc1cc(C)n(CCNS(=O)(=O)c2ccccc2)n1	7	1	2	-0.5	2	-11	5	i	4
O=C(Nc1ccc(Br)cc1F)c1ccc2c(c1)OCCO2	14	-3	6	-1.0	2	4	8	i	1
CCn1cc(C(=O)Nc2ccccc2C(=O)OC)cn1	-9	-10	-1	-0.9	-3	5	-1	i	-3
Cc1ccc(C)c(NS(=O)(=O)c2cc3c4c(c2)CC(=O)N4CCC3)c1	-2	0	1	0.1	-51	3	-2	i	-1
O=C(N/N=C/c1ccsc1)c1cc2ccccc2o1	-7	-5	0	2.9	-1	5	-13	i	4
CCCn1nc(C(=O)OCC(=O)Nc2cccc(OC)c2)c2ccccc2c1=O	5	-3	0	0.0	9	-7	-3	i	0
(list continues)
SMILES	SKN-1 block	MsrA act	MT1-MMP act inh	MsrA inhibitor	FAS-TE inh	eLon inh	CendR NRP1 mod	Neddylation inh	Rin1 Abl inh
Cc1nnc(NC(=O)CSc2nnc(-c3ccco3)o2)s1	8	-2	2	.	-4	4	8	i	-1
CCOc1ccc(NC(=O)COC(=O)C2(C)CC2(Cl)Cl)c([N+](=O)[O-])c1 (configuration not stated)	5	-5	6	-0.9	-21	1	-2	i	0
NC(=O)c1ccccc1NC(=O)c1ccccc1S(=O)(=O)c1ccccc1[N+](=O)[O-]	7	-4	4	0.5	-8	0	-2	i	0
Cc1cc(Br)ccc1NC(=O)CN(C)C(=O)c1ccccc1OCc1c(C)noc1C	2	-2	0	0.0	6	-14	16	i	-2
CCOC(=O)C1(CCOc2ccccc2)CCN(Cc2cccc(OC)c2OC)CC1	7	-3	1	0.4	9	2	-1	i	0

Among those listed so far, these contain an aryl thioether with sulfur outside any ring:
SMILES	SKN-1 block	MsrA act	MT1-MMP act inh	MsrA inhibitor	FAS-TE inh	eLon inh	CendR NRP1 mod	Neddylation inh	Rin1 Abl inh
CCN(CC)c1ccc(S(=O)(=O)N2CCOCC2)cc1NC(=O)COC(=O)c1cccnc1SC	24	-3	-2	0.6	23	13	-3	i	-1
O=C(CCNS(=O)(=O)c1ccccc1C(F)(F)F)NCCCSc1ccccc1	6	-1	4	1.5	14	-7	0	i	3
CCCn1c(SCC(=O)NNC(=O)c2ccccc2)nnc1-c1cccnc1	3	-7	-6	-1.4	-5	-2	1	i	-1
NC(=O)C1CCN(C(=O)CSc2ccccn2)CC1	4	1	7	-0.5	-8	-2	-6	i	0
CC(=O)N(C)Cc1ccc(C(=O)CSc2nnc(C3CC3)n2C2CC2)cc1	10	-6	6	0.7	-2	7	12	i	3
O=C(CSc1ccc(Br)cc1)N1CCOCC1	5	-5	-1	0.3	-3	-1	-7	i	1
Cc1ccc(C)c(OCCSc2nnc(C)c(=O)[nH]2)c1	5	-3	0	-1.3	-8	-2	8	i	4
Cc1nnc(NC(=O)CSc2nnc(-c3ccco3)o2)s1	8	-2	2	.	-4	4	8	i	-1

Quoted from the listing.
CCOc1ccc(NC(=O)COC(=O)C2(C)CC2(Cl)Cl)c([N+](=O)[O-])c1 (configuration not stated) | eLon inh: 1
CCOC(=O)C1(CCOc2ccccc2)CCN(Cc2cccc(OC)c2OC)CC1 | SKN-1 block: 7

Compound activity deposited in PubChem BioAssay by several laboratories.
